AmpC inh detg: blocks E. coli AmpC beta-lactamase in detergent assay. AmpC hydrolysis of nitrocefin, absorbance 480 nm, 0.01% Triton. Potency, µM (highest dose often 114 µM), inactives show at the top dose activity change, negative = inhibition, usual class: inhibitors. 0.041% of 370,000 active; active = well fitted inhibition curve with a large enough effect; inconclusive = small, poorly fitted or top-dose-only effect;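 also: potency is read from the fitted curve at half-maximal effect; 0% = no-compound wells and -100% = no-enzyme wells; nearly all actives have a fitted effect of over 25% in size; some results filed as inactive show a strong effect at the top dose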
Target sequence (P00811 whole entry, looked up): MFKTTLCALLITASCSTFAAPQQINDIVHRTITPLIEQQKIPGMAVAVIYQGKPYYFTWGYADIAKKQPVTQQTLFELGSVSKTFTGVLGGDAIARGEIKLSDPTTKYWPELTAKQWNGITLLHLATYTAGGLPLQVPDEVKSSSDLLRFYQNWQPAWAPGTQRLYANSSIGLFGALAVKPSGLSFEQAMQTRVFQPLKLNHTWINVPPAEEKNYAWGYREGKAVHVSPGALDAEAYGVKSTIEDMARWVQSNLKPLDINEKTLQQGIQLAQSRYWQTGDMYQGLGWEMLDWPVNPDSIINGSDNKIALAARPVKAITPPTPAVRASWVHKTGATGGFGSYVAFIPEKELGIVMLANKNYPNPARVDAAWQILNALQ
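AmpC (5.3 nM in the dispensed reagent) in 20 mM phosphate pH 7.0 with 0.01% (detergent screen) or 0.0001% Triton X-100 was preincubated with compounds for 15 min at room temperature. Nitrocefin was then added from an 800 uM solution, and hydrolysis was followed at 480 nm.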
HCMV inh: blocks human cytomegalovirus replication; 4.5% of 410,000 active; activity change, negative = inhibition, % at 57.5 µM; HFF cells, HCMV-luciferase reporter, 72 h; active compounds read low; in the data active = activity change below about -60%; inconclusive = no clear call, values can overlap the other calls; inactive = above about -39%
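Inhibition of viral replication was scored as loss of reporter luminescence in HFFs infected with HCMV-luciferase (MOI 1 PFU/cell) for 72 h; compounds tested at 2 doses, normalized to buffer and Salinomycin controls.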
* = called active by the depositor; ? = inconclusive; + = active, no number. Unless noted, % is scaled to controls: 0 for no effect and ±100 for the full control effect.

Every second line gives: AmpC inh detg, HCMV inh
#1 Cc1ccc(NC(=O)CSCc2cnn(-c3ccccc3)c2-n2cccc2)c(Cl)c1
    -12%, -16
#2 Cc1ccc(C)c(N2CCN(CCCNC(=O)c3cnn(-c4ccccc4Cl)c3C3CCN(C(=O)OC(C)(C)C)CC3)CC2)c1
    16%, -105*
#3 COc1ccccc1NC(=O)CSc1ncc2c(n1)-c1cc(Cl)ccc1N(Cc1ccccc1)S2(=O)=O
    1%, -19
#4 COc1ccc(NC(=O)c2cc(S(=O)(=O)N3CCCCC3)cn2C)cc1Cl
    -3%, -6
#5 COc1ccc(CCN2C(=O)c3[nH]nc(-c4ccccc4O)c3C2c2ccc(OC)c(OC)c2)cc1 (stereo not given)
    18%, -17
#6 COCCNC(=O)Cn1nc(C)c2c(C)n(-c3ccc(C)cc3)nc2c1=O
    15%, 0
#7 O=C(Nc1ccc2oc(-c3cccnc3)nc2c1)c1ccccc1F
    0%, 9
#8 CC(C)NC(=O)c1ccc(NC(=O)N2CCCCc3ccccc32)cc1
    -2%, -29
#9 O=C(OCc1ccco1)c1ccc2c(c1)N(Cc1ccc([N+](=O)[O-])cc1)C(=O)c1ccccc1S2
    20%, 14
#10 CCCc1nn2c(=O)cc(COC(=O)c3ccccc3NC(=O)COc3ccccc3)nc2s1
    -5%, 9
#11 COc1ccc(N2CCN(S(=O)(=O)c3ccc4oc(=O)c5ncn(C)c5c4c3)CC2)cc1
    25%, 14
#12 CCOc1ccc(NC(=O)c2cnn(-c3ccc(C)c(C)c3)c2C2CCN(C(=O)OC(C)(C)C)CC2)cc1
    15%, 2
#13 CC(C)(C)CC(=O)NCC(c1ccc2c(c1)OCO2)N1CCN(c2ccccc2)CC1 (stereo not given)
    5%, -2
#14 COC(=O)c1c(NC(=O)c2cc3nc(-c4ccc(Br)cc4)cc(C(F)(F)F)n3n2)sc2c1CCCC2
    -5%, 17
#15 Cc1cccc(Cn2c(=O)n(Cc3ccc(C(=O)NC4CCN(Cc5ccccc5)CC4)cc3)c(=O)c3ccccc32)c1
    15%, -2
#16 Cc1cc(C)n2nc(CNC(=O)c3cccc(N(C)C)c3)nc2n1
    18%, 58
#17 CCOc1ccc(NC(=O)c2c(NCc3cccnc3)sc3c2CCCC3)cc1
    7%, 15
#18 COc1cccc(NC(=O)CN2C(=O)c3ccccc3Sc3ncccc32)c1
    17%, 36
#19 CCn1c2ccccc2c2nnc(N3CCN(c4cc(C)ccc4C)CC3)nc21
    21%, -34
#20 CC(C)CCNC(=O)c1c[nH]c2ccc(S(=O)(=O)Nc3cccc(C(F)(F)F)c3)cc2c1=O
    11%, 6
#21 COc1ccc2c(CNCc3ccco3)c(C(=O)O)n(Cc3cccc(F)c3)c2c1
    1%, -1
#22 Cc1cc(C)c(S(=O)(=O)N2CCC(N3CCN(Cc4ccccc4)C(=O)C3=O)CC2)c(C)c1
    -1%, 15
#23 Cc1c(C(=O)N(C)C)sc2c1c(=O)n(-c1ccccc1C(F)(F)F)c(=O)n2Cc1cccc(F)c1
    4%, 1
#24 Cc1ccc(S(=O)(=O)c2nc(-c3ccco3)oc2SCc2ccccc2Cl)cc1
    2%, -10
#25 Cc1ccc(S(=O)(=O)N2CCC(n3c(C)nc4cccnc43)CC2)c(C)c1
    6%, ?
#26 O=C(CN1C(=O)COc2ccc(S(=O)(=O)N3CCCCCC3)cc21)N1CCN(c2cccc(C(F)(F)F)c2)CC1
    3%, -23
#27 COc1ccc(CNC(=O)Cc2c(C)c3c(cc(C)c4c(C)coc43)oc2=O)cc1OC
    16%, -18
#28 CC(=O)c1ccc(NC(=O)C2CCN(S(=O)(=O)c3ccc4c(c3)CCCN4C(=O)C3CCC3)CC2)cc1
    0%, -8
#29 Cc1ccc(NC(=O)c2nc(S(C)(=O)=O)ncc2N(Cc2ccccc2)Cc2ccco2)c(C)c1
    3%, -10
#30 Cc1ccc2nc(-c3ccccn3)c(Nc3ccc(F)cc3)n2c1
    22%, -94*
#31 CCCN(C(=O)c1cc2c(Cl)nc3ccccc3c2s1)c1cccc(C)c1
    -7%, -17
#32 Cc1ccc(-c2nnc(Nc3ccccc3O)c3ccccc23)cc1
    11%, -19
#33 O=C(OCc1cc(=O)n2nc(C3CCCCC3)sc2n1)c1ccccc1Cl
    10%, 5
#34 Cc1ccc(OCC(=O)OCc2cc(=O)n3nc(C4CCCCC4)sc3n2)cc1C
    1%, 25
#35 C=Cc1ccc(CN2C(=O)N(c3cccc(Cl)c3)S(=O)(=O)c3ccccc32)cc1
    -2%, 0
#36 CC1CCN(CCCNC(=O)c2cn(C)c3ccc(S(=O)(=O)N(C)C4CCCCC4)cc3c2=O)CC1
    2%, 13
#37 Cc1cccc(NC(=O)C2CCCN2S(=O)(=O)c2cccc3nsnc23)c1C (stereo not given)
    7%, 32
#38 Cc1ccc(C)c(N2CCN(Cc3csc(C)c3C)CC2)c1
    -2%, -13
#39 O=c1c2ccccc2n(Cc2ccccc2F)c(=O)n1-c1cccc(F)c1
    18%, ?
#40 COc1ccc(C2=NC(c3ccncc3)=Nc3ccc(OC)cc3N2)cc1
    -3%, 22

Brought forward from above: two entries; new compounds follow.
Every second line gives: AmpC inh detg, HCMV inh
#39 O=c1c2ccccc2n(Cc2ccccc2F)c(=O)n1-c1cccc(F)c1
    18%, ?
#40 COc1ccc(C2=NC(c3ccncc3)=Nc3ccc(OC)cc3N2)cc1
    -3%, 22
#41 CCC1CCCCN1C(=O)CSc1nc(-c2ccc(OC)c(OC)c2)cc(C(F)(F)F)n1 (stereo not given)
    15%, -27
#42 CCOc1ccc(C2c3c(-c4ccccc4O)n[nH]c3C(=O)N2Cc2cccnc2)cc1OC (stereo not given)
    17%, -4
#43 CNc1c(NC(=O)c2ccc(OC)c(OC)c2)c(=O)oc2ccccc12
    16%, 18
#44 CC(=O)c1ccc(NC(=O)c2ccc3c(c2)nnn3C2CCCC2)cc1
    3%, -4
#45 CCCN(C(=O)Cn1nc(Cc2cccnc2)c2ccccc2c1=O)c1ccc(C(C)C)cc1
    -3%, -63*
#46 COc1ccc(OC)c(-c2nnc3n(CCc4ccccc4)c(=O)c4ccccc4n23)c1
    19%, 80
#47 Cc1cc2nc(-c3cccc(NC(=O)C(C)C)c3C)oc2cc1C
    7%, 48
#48 O=C(Nc1sc2c(c1C(=O)NCc1ccccc1)CCCC2)c1cc(=O)c2cc(Cl)ccc2o1
    -3%, -26
#49 CCc1ccccc1Nc1cc(C(=O)NCCc2ccccc2)c2ccccc2n1
    2%, 7
#50 COc1ccc(CN(Cc2ccco2)C(=O)COc2ccccc2Cl)cc1
    19%, 12
#51 COC(=O)c1scc(-c2ccccc2)c1S(=O)(=O)Nc1cccc(C)c1C
    24%, 31
#52 CCOc1cccc(C(=O)Nc2ccc3oc(-c4ccc(C(C)(C)C)cc4)nc3c2)c1
    10%, -37
#53 O=S(=O)(c1ccccc1)c1nnn2c1nc(NCc1ccccc1)c1cc(Cl)ccc12
    ?, 4
#54 CCC(C)NC(=O)Cn1c(=O)n(-c2ccc(C)c(C)c2)c(=O)c2c3c(sc21)CCCCC3 (stereo not given)
    15%, 1
#55 COc1ccc(-n2nc(C(=O)Nc3cccc(Cl)c3)c3c4ccccc4n(C)c3c2=O)cc1Cl
    1%, 11
#56 Cc1cccc(OCC(=O)Nc2ccc(S(=O)(=O)N(Cc3ccccc3)c3ccccc3)cc2)c1
    25%, 11
#57 Cc1ccc(NC(=O)c2c(NC(=O)c3ccccc3)sc3c2CCC3)cc1
    13%, 23
#58 CCN1CCOC(=O)C1CC(=O)Nc1ccc(Br)cc1 (stereo not given)
    -2%, 16
#59 CC1CCN(S(=O)(=O)c2ccc3c(c2)N(CC(=O)NCc2ccccc2)C(=O)CO3)CC1
    -8%, -9
#60 CCc1nc2ccc(C(=O)NCCc3ccc(OC)cc3OC)cc2nc1CC
    -8%, -21
#61 COc1ccccc1CNC(=O)CN1C(=O)COc2ccc(S(=O)(=O)N3CCC(C)CC3)cc21
    -1%, -3
#62 COc1ccccc1CCNC(=O)Cc1c(C)c2cc(Cl)c(O)cc2oc1=O
    12%, -18
#63 Cc1ccc2c(c1)C(=O)OC(C(=O)Nc1ncc(Cc3ccc(C(C)C)cc3)s1)C2 (stereo not given)
    20%, 13
#64 CCC(=O)C1=C(c2ccc(F)cc2)N(C(=O)CC)n2cnnc2S1
    8%, -82*
#65 O=C(Nc1ccccc1C(F)(F)F)N1Cc2ccccc2Oc2ncccc21
    14%, 9
#66 COc1ccccc1NC(=O)Cn1c(=O)n(Cc2ccco2)c(=O)c2oc3ccccc3c21
    2%, -5
#67 Cc1ccc(NC(=O)CN2C(=O)C(c3ccc(C(C)(C)C)cc3)=NC2(C)C)cc1
    -2%, -26
#68 COc1cc2nc(SCc3cccc(Cl)c3)n3nc(CCn4nc(C)cc4C)nc3c2cc1OC
    5%, 8
#69 CCOc1ccc(NS(=O)(=O)c2ccc3[nH]cc(C(=O)N(C)Cc4ccccc4)c(=O)c3c2)cc1
    -1%, 0
#70 COc1ccc(OC)c(NC(=O)CSc2n[nH]c(-c3ccccc3Cl)n2)c1
    18%, -10
#71 CC(=O)N1CCCC1c1nc2ccccc2n1Cc1ccccc1F (stereo not given)
    26%, 19
#72 CCC(=O)N1CCc2cc(Br)cc(S(=O)(=O)NCCc3ccc(C)cc3)c21
    1%, ?
#73 CCOC(=O)c1ccccc1NC(=O)Cn1ncc2c([nH]c3ccccc32)c1=O
    16%, -2
#74 CCOc1ccc(-c2nc3c(c(SCC(=O)Nc4ccccc4C)n2)Cc2ccccc2O3)cc1
    -1%, 28
#75 CN(Cc1ccccc1)C(=O)C1CCN(S(=O)(=O)c2ccc3c(c2)oc(=O)n3C)CC1
    15%, -8
#76 COc1ccc(C2C=C(c3ccc(Cl)c(Cl)c3)Nc3ncnn32)cc1 (stereo not given)
    -6%, 72
#77 O=C(COc1ccc(Cl)cc1)Nc1ccc(-c2nc3ccccc3s2)c(O)c1
    12%, -12
#78 CCc1ccc(NC(=O)c2cc3sc(Cl)cc3n2C)cc1
    56µM*, 56
#79 Cc1cccc(N2CCN(CCCNc3ncnc4onc(-c5ccc(Cl)cc5)c34)CC2C)c1 (stereo not given)
    0%, -2
#80 Cc1ccc(S(=O)(=O)c2nc(-c3ccccc3F)oc2N2CCCCC2)cc1
    9%, -9

One compound at a time, as listed above.
`CC(=O)c1ccc(NC(=O)C2CCN(S(=O)(=O)c3ccc4c(c3)CCCN4C(=O)C3CCC3)CC2)cc1` as listed: AmpC inh detg = 0%; HCMV inh = -8
`C=Cc1ccc(CN2C(=O)N(c3cccc(Cl)c3)S(=O)(=O)c3ccccc32)cc1` as listed: AmpC inh detg = -2%; HCMV inh = 0

The list goes on:
Every second line gives: AmpC inh detg, HCMV inh
#81 Cc1ccc(-n2c(SCC(=O)c3ccccc3)nc3c([nH]c4ccccc43)c2=O)cc1
    -1%, 37
#82 CCCCN(c1ccccc1)c1ncnc2c1cnn2-c1cccc(C)c1
    13%, 18
#83 COc1ccc(CCNC(=O)CCn2c(=O)c3ccccc3n(CC(=O)Nc3cc(Cl)ccc3C)c2=O)cc1OC
    12%, -10
#84 CCc1ccc(OCC(=O)Nc2ccc(S(=O)(=O)Nc3onc(C)c3C)cc2)cc1
    3%, 0
#85 CC1CCN(S(=O)(=O)c2ccc3c(ccn3CCC(=O)NCc3ccc(N(C)C)cc3)c2)CC1
    13%, 6
#86 Cc1ccc(OCC(=O)Nc2ccc(Cl)c(-c3nc4ccccc4[nH]3)c2)cc1C
    20%, -26
#87 CCN1CCN(c2nnc(-n3cccc3C(=O)NCc3ccccc3OC)s2)CC1
    4%, ?
#88 COc1cccc(NC(=O)CC2C(=O)OCCN2Cc2ccccc2)c1 (stereo not given)
    6%, 10
#89 CCc1ccc(NC(=O)Cn2cnc3sc(C)c(S(=O)(=O)N4CCN(c5ccccc5OC)CC4)c3c2=O)cc1
    9%, 15
#90 CCCC12CN3CC(C)(CN(C1)C3c1ccccc1Cl)C2=O (stereo not given)
    -3%, 1
#91 O=C1C(Nc2ccccc2)=CC(c2ccc(Br)cc2)N1c1ccccc1 (stereo not given)
    8%, 22
#92 COc1ccc(NC(=O)CSc2nnc(-c3ccc(OC)cc3)s2)cc1
    -4%, 19
#93 COc1ccc(NC(=O)c2ccco2)cc1NC(=O)COc1ccccc1Cl
    19%, -36
#94 Cc1ccc(NC(=O)C(=O)NCC(c2ccc3c(c2)OCO3)N2CCN(C)CC2)cc1C (stereo not given)
    2%, 2
#95 O=C(CSc1ncc2c(n1)-c1cc(Cl)ccc1N(Cc1ccccc1)S2(=O)=O)NCCc1ccccc1
    12%, 4
#96 COc1ccc(Cl)cc1NC(=O)Cn1nc(C(F)(F)F)c2c1CCCC2
    19%, -22
#97 O=C(NCc1ccccc1F)c1cccc(NC(=O)N2CCSc3ncccc32)c1
    15%, +
#98 COC(=O)c1c(SCC(=O)Nc2cc(OC)cc(OC)c2)[nH]c2ccc(C)cc2c1=O
    2%, 10
#99 O=C(c1ccco1)n1nc(-c2ccc(Cl)cc2)nc1NCc1ccc(F)cc1
    -2%, 16
#100 CCc1ccc(S(=O)(=O)c2nnn3c2nc(Nc2cc(OC)cc(OC)c2)c2cc(Cl)ccc23)cc1
    1%, 4
#101 Cc1ccc(C)c(N2CCN(S(=O)(=O)c3ccc4[nH]c5c(c4c3)CCCC5)CC2)c1
    4%, -14

Compound activity (PubChem BioAssay)

A portion of the library; the hit share may differ from the screen's.
